Bioassay records (PubChem)
MRP-1 activ = MRP-1 activation. H69AR cells + doxorubicin, viability rescue, CellTiter-Glo. viability increase, % at 10 µM. 0.61% of 140,000 active. AID 799;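 active means viability gain under doxorubicin at or above a set limit, the compound median plus 3 SD, cut at about 4.7% in these data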;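 further: MRP-1 overexpressing cells given doxorubicin 25 µM after compound pretreatment; 18-22 h compound pretreatment then 72 h with doxorubicin before readout; 0% = doxorubicin-only wells and 100% = vehicle-treated cells without doxorubicin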
Measles CPE = protection of cells from measles virus | Measles virus-infected cells, CPE protection, absorbance | protection (pct of control), % at 4 µM | 1.5% of 140,000 active; in the data active means protection mostly above about 24%, no sharp cut-off; inactive means mostly below about 26%; further: some compounds called inactive have numbers as strong as hits
Yeast life ext = yeast lifespan extension; S. cerevisiae growth with nicotinamide, OD615; deaD strain in restrictive glucose medium; inhibition of the nicotinamide effect, % at 10 µM; 0.68% of 130,000 active;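 active means inhibition above a set limit, placed 3 SD over the median of all compounds, cut at about 26% in these data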;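 further: 0% = nicotinamide-treated wells and 100% = cells grown without nicotinamide; some compounds called inactive have numbers as strong as hits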
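assay system = DeaD-strain S. cerevisiae | buffer or medium = restrictive glucose medium | reagent = 1.5 mM nicotinamide | compound = 10 µM single point, 0.25% DMSO | incubation = 48 h compound exposure at 30 °C, humidified | signal = OD615 measurement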
bCat KO growth = beta-catenin-lacking colon tumor cell growth suppression. 1.5% of 140,000 active. viability, % at 10 µM. HCT116 beta-catenin knockout viability, CellTiter-Glo, 60 h; hits give low values;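 active means viability at or under a set limit, the compound median less 4 SD, cut at about 6% in these data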;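 further: 0% = Hyamine 1622 control at 20 µM and 100% = untreated cell control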
BB579 growth dn = reduces growth of yeast BB579 in restrictive medium. S. cerevisiae BB579 growth, OD615, 48 h. inhibition, % at 10 µM. 0.51% of 140,000 active;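 active means inhibition above a set limit, 3 SD over the mean compound inhibition, cut at about 44% in these data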; further: inactives centre near -24
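System: DeaD yeast strain BB579; buffer or medium: CSMM-D dextrose restrictive medium; technique: OD at 615 nm; schedule: 4 h cell preincubation, 48 h compound exposure, 30 °C humidified; doses: single 10 µM dose; controls: amphotericin B 10 µg/mL, positive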
NPY-Y2 antag = antagonists of human neuropeptide Y receptor Y2; NPY-Y2 expressing cells, antagonist mode; inhibition, % at 2.7 µM; 0.99% of 140,000 active; AID 793; in the data active means inhibition above about 17%;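 further: 0% = vehicle with agonist challenge and 100% = reference antagonist with challenge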
Target sequence (P49146 whole entry, looked up): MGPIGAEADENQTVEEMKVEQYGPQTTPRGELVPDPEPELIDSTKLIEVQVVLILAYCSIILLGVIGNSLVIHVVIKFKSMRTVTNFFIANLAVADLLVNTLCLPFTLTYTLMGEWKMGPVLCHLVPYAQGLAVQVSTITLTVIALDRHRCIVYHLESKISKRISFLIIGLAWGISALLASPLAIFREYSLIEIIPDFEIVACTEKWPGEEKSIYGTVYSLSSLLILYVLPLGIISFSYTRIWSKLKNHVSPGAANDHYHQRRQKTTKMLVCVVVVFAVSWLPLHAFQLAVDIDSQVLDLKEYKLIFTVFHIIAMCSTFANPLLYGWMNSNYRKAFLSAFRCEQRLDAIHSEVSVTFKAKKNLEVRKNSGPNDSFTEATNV
Phagocytosis inh = blocks phagocytosis by macrophages; J774A.1 macrophage IgG-bead phagocytosis, imaging; inhibition, % at 5 µM; 0.07% of 110,000 active; AID 1029;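 active means inhibition above the mean of the plate negative controls plus 5 SD, cut at about 13% in these data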;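 further: phagocytic index as fraction of beads internalized from green versus red external bead signal; plate controls were DMSO negative control for no effect and cytochalasin-D positive control for full effect; some results beyond the cut were filed as inactive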
HCT116 PTEN-null = PTEN-deleted cell growth suppression; HCT116 PTEN-null viability, CellTiter-Glo, 60 h; hits give low values; viability, % at 10 µM; 1.2% of 140,000 active; AID 827;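 active means viability at or below a set limit, 4 SD under the median of all tested compounds, cut at about 3.7% in these data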;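 further: PTEN knockout HCT116 line with beta catenin targeted HCT116 as companion control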
E-sel TNF inh = blocks E-selectin expression induced by TNF alpha | HUVEC TNFa-induced E-selectin immunofluorescence, high content | inhibition, % at 2 µM | 0.71% of 120,000 active;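 active means inhibition above the batch mean plus 3 SD, and confirmed as a hit on visual image review, cut at about 43% in these data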;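 further: 0% = TNF-stimulated DMSO wells and 100% = unstimulated control wells; not every result past the cut was called active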
GALR2 blocker = antagonists of human galanin receptor 2 (GALR2); inhibition, % at 4 µM; GALR2-expressing cells, antagonist mode; AID 828; O43603; 0.39% of 140,000 active; in the data active means inhibition above about 27%;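 further: cells stimulated with galanin 1-16 at roughly its EC80; 0% = agonist challenge control and 100% = basal control without agonist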
Target sequence (O43603 whole entry, looked up): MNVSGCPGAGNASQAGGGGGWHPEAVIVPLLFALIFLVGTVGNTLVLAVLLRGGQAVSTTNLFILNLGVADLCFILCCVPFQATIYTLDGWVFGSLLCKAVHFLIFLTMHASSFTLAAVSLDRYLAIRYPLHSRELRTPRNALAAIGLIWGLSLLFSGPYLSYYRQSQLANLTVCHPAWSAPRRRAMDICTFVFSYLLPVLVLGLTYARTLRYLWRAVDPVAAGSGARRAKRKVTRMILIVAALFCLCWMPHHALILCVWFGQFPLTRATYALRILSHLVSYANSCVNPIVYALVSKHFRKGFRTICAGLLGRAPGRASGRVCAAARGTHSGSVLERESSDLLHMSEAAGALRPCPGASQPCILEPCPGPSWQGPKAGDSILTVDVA
Active calls of the source: *; . = not tested or not shown.

SMILES	MRP-1 activ	Measles CPE	Yeast life ext	bCat KO growth	BB579 growth dn	NPY-Y2 antag	Phagocytosis inh	HCT116 PTEN-null	E-sel TNF inh	GALR2 blocker
Cc1ccccc1CS(=O)(=O)CCC(=O)NCCCN1CCN(c2ccccc2F)CC1	-2.1	13	-6	86	-17	4	.	88	.	5
O=C(O)C1CC(=O)n2c(nc3ccccc32)S1 (configuration not stated)	-1.7	11	-3	100	12	2	-2	97	-16	8
O=C(CCCn1c(=O)c2ccccc2n(CC(=O)NCc2ccco2)c1=O)NCc1ccco1	-1.2	24	-6	97	-29	1	-1	105	-4	-11
Oc1c(C(c2cccs2)N2CCN(c3ccccc3)CC2)ccc2cccnc12 (configuration not stated)	-5.2	2	20	3.0*	-31	3	0	5	4	11
CC(=O)N1CCN(S(=O)(=O)c2ccc(C)cc2)C1c1ccc(N(C)C)cc1 (configuration not stated)	-0.7	7	-10	83	11	0	-1	79	.	2
Cn1c(N2CCN(C(=O)Nc3ccc(C(F)(F)F)cc3)CC2)nc2ccccc21	0.8	14	0	80	-38	1	-1	86	-20	6
Cc1ccc(-n2cc(C(=O)c3cc(Cl)ccc3O)cc(C#N)c2=O)cc1	-4.3	14	-3	59	-28	1	.	43	.	18
O=S(=O)(/N=C(/Nc1ccccn1)c1ccccc1)c1ccccc1	-2.3	39	10	96	-54	2	.	95	18	8
CCOC(=O)c1c(NC(=O)OC)sc(C(=O)N(C)C)c1C	-3.1	8	-13	86	-36	1	-2	99	-20	-12
COC(=O)c1[nH]c2ccc(C)cc2c1NC(=O)Nc1ccccc1OC	-3.8	28	-19	95	-20	-1	0	103	22	8
COc1ccc(C2C=C(c3ccccc3)Nc3nc(NC(C)=O)nn32)cc1 (configuration not stated)	-3.5	10	-9	106	-26	2	1	91	-14	25
Cc1[nH]c2ccccc2c1C(c1ccncc1)N1CCN(c2ccc(F)cc2)CC1 (configuration not stated)	-4.5	3	0	77	-23	9	-7	80	-55	-6
CCn1c(SCC(=O)Nc2ccc(C(=O)OC)cc2)nnc1-c1cccs1	-0.2	14	-15	101	17	4	-1	96	0	-15
CCC(C)NC(=O)/C=C1\Sc2ccccc2NC1=O (configuration not stated)	0.1	4	2	89	-17	1	8	86	.	16
CCOC(=O)Nc1ccc(OC)cc1S(=O)(=O)N1CCCCC1	-0.6	4	-13	86	-33	0	0	89	-1	14

Full records, looked up by structure.
`O=C(O)C1CC(=O)n2c(nc3ccccc32)S1` (configuration not stated) as listed: MRP-1 activ: -1.7; Measles CPE: 11; Yeast life ext: -3; bCat KO growth: 100; BB579 growth dn: 12; NPY-Y2 antag: 2; Phagocytosis inh: -2; HCT116 PTEN-null: 97; E-sel TNF inh: -16; GALR2 blocker: 8
`CCn1c(SCC(=O)Nc2ccc(C(=O)OC)cc2)nnc1-c1cccs1` as listed: MRP-1 activ: -0.2; Measles CPE: 14; Yeast life ext: -15; bCat KO growth: 101; BB579 growth dn: 17; NPY-Y2 antag: 4; Phagocytosis inh: -1; HCT116 PTEN-null: 96; E-sel TNF inh: 0; GALR2 blocker: -15

Part of the list above, reformatted.
Oc1c(C(c2cccs2)N2CCN(c3ccccc3)CC2)ccc2cccnc12 (configuration not stated)
  MRP-1 activ = -5.2 | Measles CPE = 2 | Yeast life ext = 20 | bCat KO growth = 3.0* | BB579 growth dn = -31 | NPY-Y2 antag = 3 | Phagocytosis inh = 0 | HCT116 PTEN-null = 5 | E-sel TNF inh = 4 | GALR2 blocker = 11

CC(=O)N1CCN(S(=O)(=O)c2ccc(C)cc2)C1c1ccc(N(C)C)cc1 (configuration not stated)
  MRP-1 activ = -0.7 | Measles CPE = 7 | Yeast life ext = -10 | bCat KO growth = 83 | BB579 growth dn = 11 | NPY-Y2 antag = 0 | Phagocytosis inh = -1 | HCT116 PTEN-null = 79 | E-sel TNF inh = . | GALR2 blocker = 2

Cn1c(N2CCN(C(=O)Nc3ccc(C(F)(F)F)cc3)CC2)nc2ccccc21
  MRP-1 activ = 0.8 | Measles CPE = 14 | Yeast life ext = 0 | bCat KO growth = 80 | BB579 growth dn = -38 | NPY-Y2 antag = 1 | Phagocytosis inh = -1 | HCT116 PTEN-null = 86 | E-sel TNF inh = -20 | GALR2 blocker = 6

(listing goes on)
SMILES	MRP-1 activ	Measles CPE	Yeast life ext	bCat KO growth	BB579 growth dn	NPY-Y2 antag	Phagocytosis inh	HCT116 PTEN-null	E-sel TNF inh	GALR2 blocker
CCOc1cc(C)c(C(C)C)cc1S(=O)(=O)NCc1ccccn1	-0.8	30	59*	95	-45	0	-1	98	-4	-1
CC(C)c1ccc(N2CC(C(=O)Nc3nccs3)CC2=O)cc1 (configuration not stated)	1.1	9	-11	100	-49	1	0	97	-5	0
COc1ccccc1NC(=O)N(Cc1ccc2c(c1)OCO2)Cc1nc2ccccc2c(=O)[nH]1	-0.9	2	-9	97	-58	2	-2	109	15	5
Fc1ccc(NC(=S)N2CCN(c3cccc(C(F)(F)F)c3)CC2)cc1	-0.6	11	0	91	4	-1	2	84	14	1
O=C(NCC1CCCO1)C(C(=O)c1ccccc1)n1cc(Cl)ccc1=O (configuration not stated)	-0.8	6	-10	83	-46	0	.	94	-16	3
O=C(CN1CCCCCC1)Nc1ccc(F)c(F)c1F	0.4	20	-11	85	18	1	-2	91	-5	1
CC(C)C(=O)Nc1ccc(C(=O)NNC(=O)NC2CCCCC2)cc1	-1.9	9	-7	96	-9	0	-4	85	-52	10
Cc1nc(SCC(=O)NC(C)(C)C)c2c(-c3cccs3)csc2n1	-1.2	18	3	85	-17	7	-10	76	.	2
CC(=O)CCS(=O)(=O)c1ccc(Oc2ccc(S(=O)(=O)CCC(C)=O)cc2)cc1	-1.6	13	.	63	-33	-1	.	78	-45	14
Cc1ccccc1NC1(C#N)C(=O)Nc2ccccc21 (configuration not stated)	-0.1	10	-6	100	-24	0	-1	89	12	2
O=C(CSc1nc2ccccc2[nH]1)c1cccs1	-2.3	5	-11	78	-3	1	0	93	-1	-2
CN(c1ccccc1)c1nc(N)c([N+](=O)[O-])c(NCc2ccco2)n1	-0.1	10	8	102	-28	2	-5	96	.	-4
Cc1ccc2nc(SCC(=O)N(CC(C)C)c3c(N)n(CC(C)C)c(=O)[nH]c3=O)[nH]c2c1	-3.4	22	-5	97	2	5	-1	94	-13	-6
COc1ccc(N(CC(=O)Nc2ccc(OC)c(Cl)c2)S(=O)(=O)c2c(C)noc2C)cc1	-1.5	12	-2	70	-15	3	2	69	-24	10
O=C(NC1CCCCC1)C(c1ccco1)N(C(=O)C(F)(F)F)C1CC1 (configuration not stated)	-0.2	5	.	103	-20	2	.	96	12	-1
CCCC(=O)N1CCN(Cc2ccc3c(c2)OCO3)CC1	-0.9	1	14	99	-48	4	1	95	-3	2
Cc1ccc(CNC(=O)C(Cc2ccccc2)NS(=O)(=O)c2cccs2)cc1 (configuration not stated)	-0.3	7	-2	87	-37	6	-3	87	3	0
CCOC(=O)c1nc(-c2ccc3c(c2)OCO3)[nH]c1C	-3.5	11	-6	41	-22	1	.	34	-44	4
O=C1CCCc2nc(N3CCc4ccccc43)ncc21	0.3	13	-22	84	9	4	-1	83	-17	-10
COc1ccccc1C1/C(=C(/O)c2ccc(OC(C)C)cc2)C(=O)C(=O)N1c1cc(C)on1 (configuration not stated)	-0.7	5	0	108	-72	1	0	103	.	1
Cc1ccc(OCCSc2nc(NC(C)C)nc(NC(C)C)n2)cc1	-0.6	0	11	57	-54	2	0	56	-1	-19
O=C(COC(=O)C12CC3CC(CC(O)(C3)C1)C2)Nc1ccccc1OC(F)F	-2.4	24	-11	80	-40	2	0	87	-6	9
O=S(=O)(Nc1nc2ccccc2nc1Cl)c1ccc(Cl)cc1	-1.7	12	20	83	-32	3	2	93	.	17
CC1=C(C(N)=O)C(c2ccccc2F)NC(=O)N1 (configuration not stated)	0.9	9	-7	97	-8	1	0	99	14	11
C#CCOC(=O)c1csc2nnsc12	-0.4	11	.	94	-10	2	.	100	-9	-12
O=C(NNS(=O)(=O)c1ccc2ccccc2c1)c1cccnc1	-1.4	26	-1	88	-12	6	2	85	.	-8
CCCn1nc2cc(C(=O)NCc3ccc(C)cc3)ccc2c1OC	0.5	18	-25	96	-33	2	.	100	-28	9
CCc1cc2c(N[C@@H](C)C(=O)O)ncnc2s1	-2.1	0	-5	96	-9	2	1	100	7	3
O=C(CN1C(=O)c2ccccc2C1=O)NCC(=O)OCC(=O)c1ccc(Br)cc1	-0.2	7	-6	95	-29	1	-5	96	8	5
N#C/C(=C\c1ccccc1[N+](=O)[O-])c1nc(C2CC2)cs1	-3.4	5	-5	56	-50	-1	-8	62	12	4
CCCCOc1ccc2ccccc2c1C=O	-2.8	4	-10	83	11	3	.	79	52*	5
COCCCNC(=O)Cn1ncc2ccsc2c1=O	0.3	3	0	98	10	1	.	98	-18	12
O=C(Nc1nc2nc(-c3ccccc3)cc(=O)n2[nH]1)c1ccccc1	-0.8	14	-5	105	-2	2	-1	105	4	-3
Cc1csc(NC(=O)c2cccs2)n1	-2.5	10	-8	87	-18	2	2	78	3	-2
Cc1ccc(C)c2c3c([nH]c12)-c1nonc1CC3	-0.9	74*	-24	94	-13	5	-2	92	10	-6
CCOc1cccc2c1OC(c1cc(OC)c(OC)c(OC)c1)N1N=C(c3ccc(C)o3)CC21 (configuration not stated)	-5.2	5	0	56	-16	2	-11	49	.	14
Cc1ccc2c(c1)nnn2C1CCN(S(=O)(=O)c2ccc(C(=O)NC3CCCC3)cc2)CC1	-0.1	7	-16	87	-20	0	-2	95	-18	12
Cc1ccc(NC(=O)CCn2nc(C)cc2C)c(C)c1	-0.9	8	2	102	-24	1	-3	89	-37	5
COc1ccccc1CN(Cc1cc2cc3c(cc2[nH]c1=O)OCCO3)Cc1nnnn1Cc1ccco1	-5.4	3	-17	81	-70	2	.	75	-21	-1
O=C(CN1C(=O)C2C3c4ccccc4C(c4ccccc43)C2C1=O)Nc1ccccc1C(=O)O (configuration not stated)	-0.5	6	5	98	-41	2	3	98	.	3
CCOC(=O)c1cc(=O)n2[nH]c(-c3ccc(C)cc3)cc2n1	-2.8	10	0	86	-46	-6	-2	92	8	-2
CSc1nc(N)nc(SCC(=O)c2ccccc2)c1C#N	-1.7	2	-12	79	-24	2	-4	62	4	8
